SKN-1 block: suppressors of acrylamide-induced Pgst-4::GFP reporter in worms, primary screen, SKN-1 inhibitor project, whole organism, uHTS, GFP/RFP fluorescence ratio, strain VP596; C. elegans VP596 Pgst-4::GFP/RFP ratio, 24 h; inhibition, % at 21.8 µM; 0.49% of 360,000 active; AID 624304, 2012;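 active means interference check ratio from 0.5 to 1.5 plus GFP to RFP signal ratio inhibition reaching or exceeding a fixed threshold, cut at about 30% in these data, passing the limit was not always enough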; further: some compounds called inactive have numbers as strong as hits
MT1-MMP act inh: blockers of MT1-MMP proenzyme processing, primary screen, HT1080 RFP-PRO-GFP cells, GFP/RFP fluorescence. 0.061% of 360,000 active. AID 651647, 2012. GFP/RFP ratio fluorescence, overnight; percent of plate control window, DMSO zero. GFP/RFP ratio change, % at 20 µM. Matrix metalloproteinase-14 (Homo sapiens), P50281;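 active means GFP/RFP ratio change of at least 30% with cell ATP level not reduced by more than half and red fluorescence within 50% of control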; further: strong numbers were not always called active
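Test system: HT1080 RFP-PRO-GFP cells; Benchmarks: DMSO and RFP-L50D-GFP cell wells; Timing: cells overnight before dosing, compound overnight, 37 °C, 5% CO2; Compound: one 20 µM compound dose with 1% DMSO; Read-out: GFP/RFP fluorescence ratio.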
FAS TE block: FAS thioesterase domain inhibitors, primary screen, biochemical, fluorescence intensity, uHTS | Fatty acid synthase (Homo sapiens), P49327 | recombinant FAS-TE, OMFH fluorogenic substrate, fluorescence endpoint | inhibition, % at 15 µM | 0.67% of 360,000 active;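 active means compounds whose normalised, plate-corrected inhibition of enzyme fluorescence in the single-dose primary screen is 50% or more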;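 further: 0% = DMSO with enzyme and 100% = substrate without enzyme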
Target sequence (P49327 whole entry, looked up, the tested form may be a part): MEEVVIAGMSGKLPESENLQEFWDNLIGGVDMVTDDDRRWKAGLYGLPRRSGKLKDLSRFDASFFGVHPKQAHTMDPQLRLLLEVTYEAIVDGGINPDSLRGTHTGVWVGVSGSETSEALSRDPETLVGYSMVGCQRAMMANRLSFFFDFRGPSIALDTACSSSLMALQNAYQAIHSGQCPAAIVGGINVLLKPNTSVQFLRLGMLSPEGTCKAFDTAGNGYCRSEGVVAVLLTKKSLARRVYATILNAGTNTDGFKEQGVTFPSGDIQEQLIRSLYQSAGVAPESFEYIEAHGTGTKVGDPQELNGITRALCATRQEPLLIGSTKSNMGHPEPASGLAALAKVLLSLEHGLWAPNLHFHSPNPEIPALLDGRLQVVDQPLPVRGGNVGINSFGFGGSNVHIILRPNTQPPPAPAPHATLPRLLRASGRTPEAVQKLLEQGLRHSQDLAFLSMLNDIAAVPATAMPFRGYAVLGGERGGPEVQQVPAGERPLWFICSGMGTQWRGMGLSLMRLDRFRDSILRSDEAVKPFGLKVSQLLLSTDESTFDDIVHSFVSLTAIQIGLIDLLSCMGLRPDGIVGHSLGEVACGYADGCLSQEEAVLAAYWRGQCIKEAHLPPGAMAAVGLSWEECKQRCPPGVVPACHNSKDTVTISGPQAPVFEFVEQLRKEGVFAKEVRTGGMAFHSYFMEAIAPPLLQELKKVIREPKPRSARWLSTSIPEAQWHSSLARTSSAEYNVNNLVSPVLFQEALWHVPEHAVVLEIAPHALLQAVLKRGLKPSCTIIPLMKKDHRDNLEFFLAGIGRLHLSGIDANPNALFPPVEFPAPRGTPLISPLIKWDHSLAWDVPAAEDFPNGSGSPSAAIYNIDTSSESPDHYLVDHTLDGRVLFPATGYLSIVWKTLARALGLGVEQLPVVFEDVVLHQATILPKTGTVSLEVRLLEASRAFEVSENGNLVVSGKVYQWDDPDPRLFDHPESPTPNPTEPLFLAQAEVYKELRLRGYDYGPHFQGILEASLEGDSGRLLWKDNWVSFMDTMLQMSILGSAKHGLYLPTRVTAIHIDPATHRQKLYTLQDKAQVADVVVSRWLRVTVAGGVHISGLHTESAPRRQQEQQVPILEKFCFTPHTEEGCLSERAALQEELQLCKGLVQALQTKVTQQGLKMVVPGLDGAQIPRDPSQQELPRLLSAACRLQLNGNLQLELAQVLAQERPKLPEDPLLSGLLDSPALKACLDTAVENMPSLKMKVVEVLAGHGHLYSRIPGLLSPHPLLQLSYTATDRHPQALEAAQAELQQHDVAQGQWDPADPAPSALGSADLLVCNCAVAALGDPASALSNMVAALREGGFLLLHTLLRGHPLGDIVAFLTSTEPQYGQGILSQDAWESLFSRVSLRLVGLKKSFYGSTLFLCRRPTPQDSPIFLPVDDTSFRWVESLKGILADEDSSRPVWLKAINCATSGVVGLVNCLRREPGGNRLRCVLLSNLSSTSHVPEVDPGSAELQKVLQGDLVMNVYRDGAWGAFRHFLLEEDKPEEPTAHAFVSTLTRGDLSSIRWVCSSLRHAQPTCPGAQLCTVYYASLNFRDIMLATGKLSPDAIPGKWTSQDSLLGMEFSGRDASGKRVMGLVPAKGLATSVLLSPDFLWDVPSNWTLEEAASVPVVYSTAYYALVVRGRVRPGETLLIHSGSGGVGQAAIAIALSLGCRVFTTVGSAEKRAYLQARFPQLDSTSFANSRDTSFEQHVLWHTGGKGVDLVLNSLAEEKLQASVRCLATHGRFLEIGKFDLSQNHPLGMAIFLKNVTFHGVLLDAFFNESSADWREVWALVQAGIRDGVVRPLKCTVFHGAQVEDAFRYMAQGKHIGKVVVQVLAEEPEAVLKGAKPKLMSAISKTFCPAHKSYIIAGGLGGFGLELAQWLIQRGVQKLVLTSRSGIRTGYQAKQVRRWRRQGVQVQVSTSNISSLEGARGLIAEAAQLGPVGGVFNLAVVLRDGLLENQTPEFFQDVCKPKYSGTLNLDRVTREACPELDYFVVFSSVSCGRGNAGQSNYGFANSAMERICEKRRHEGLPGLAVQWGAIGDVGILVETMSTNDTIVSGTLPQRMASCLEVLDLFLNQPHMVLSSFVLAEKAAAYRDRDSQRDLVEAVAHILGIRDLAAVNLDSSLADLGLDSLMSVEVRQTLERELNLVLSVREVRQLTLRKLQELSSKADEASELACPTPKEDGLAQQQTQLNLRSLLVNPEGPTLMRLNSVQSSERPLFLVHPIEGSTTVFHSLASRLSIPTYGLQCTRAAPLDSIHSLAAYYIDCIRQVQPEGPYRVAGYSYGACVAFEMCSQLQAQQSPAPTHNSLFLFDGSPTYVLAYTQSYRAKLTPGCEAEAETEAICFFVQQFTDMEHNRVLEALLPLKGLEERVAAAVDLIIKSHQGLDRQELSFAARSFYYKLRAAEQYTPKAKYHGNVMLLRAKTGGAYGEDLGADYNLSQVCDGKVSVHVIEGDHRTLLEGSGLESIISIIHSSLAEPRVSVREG
MLLE-PAM2 inh: inhibitors of PABP1 MLLE–PAM2 peptide binding, primary screen, biochemical, fluorescence polarization, FITC-PAM2, GST-MLLE | inhibition, % at 20 µM | AID 588489, 2011 | 0.36% of 360,000 active; in the data active means inhibition above about 35%, passing the limit was not always enough;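 further: plate controls were DMSO wells with GST-MLLE for no effect and wells lacking GST-MLLE protein for full effect; some results filed as inactive read as strong as hits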
eLon inh: inhibitors of E. coli Lon protease, primary screen, biochemical, fluorescence polarization | P0A9M0 | purified E. coli Lon protease | inhibition, % at 7.94 µM | 0.42% of 360,000 active; in the data active means inhibition above about 13%, passing the limit was not always enough;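 further: 0% = enzyme with probe and DMSO and 100% = no enzyme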
CendR NRP1 mod: modulators of CendR peptide binding to NRP-1, primary screen, biochemical, fluorescence polarization, uHTS; Neuropilin-1 (Homo sapiens), O14786; FAM-RPARPAR peptide binding to NRP-1; inhibition, % at 25 µM; 0.85% of 360,000 active; AID 602438, 2012;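 active means inhibition or corrected inhibition above about 18%, plus a signal ratio from 0.5 to 1.5, limit read from the data, passing the limit was not always enough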; further: strong numbers were not always called active
Rin1 Abl inh: inhibitors of Rin1-Abl protein binding, primary screen, biochemical, TR-FRET; Tyrosine-protein kinase ABL1 (Homo sapiens) + Ras and Rab interactor 1 (Homo sapiens), …; inhibition, % at 7.35 µM; 0.4% of 360,000 active; in the data active means inhibition above about 5%, passing the limit was not always enough
MsrA act: bovine MsrA enzyme activators, primary screen, biochemical, absorbance, HTS; activation, % at 10.6 µM; Methionine sulfoxide reductase A (Bos taurus); 0.3% of 360,000 active; purified bovine MsrA, absorbance read-out; AID 602163, 2012; in the data active means activation above about 7.5%;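 further: 0% = vehicle and 100% = reference activator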
Neddyl block: inhibitors of cullin neddylation, primary screen, biochemical, TR-FRET, uHTS, NAE and Ubc12. NEDD8-conjugating enzyme Ubc12 (Homo sapiens) + NEDD8-activating enzyme E1 regulatory …. 0.58% of 360,000 active. calls only at 25 µM; in the data active means inhibition above about 36%
* marks the source's active call; other numbers are inactive results; i = inactive; . = no result given. Compounds as they come, and some 4% of all compounds hit somewhere here.

SMILES | SKN-1 block | MT1-MMP act inh | FAS TE block | MLLE-PAM2 inh | eLon inh | CendR NRP1 mod | Rin1 Abl inh | MsrA act | Neddyl block
COc1ccc([N+](=O)[O-])cc1NC(=O)c1ccc(N(Cc2ccccc2C)S(C)(=O)=O)cc1 | 2 | 5 | 63* | 3 | -6 | -30 | 0 | -3 | i
CCCn1c(N2CCN(C(=O)Nc3ccccc3)CC2)nc2ccccc21 | -8 | 4 | 1 | -3 | 1 | -7 | 3 | -2 | i
COc1cc(C(c2nnnn2C2CCCC2)N2CCN(C)CC2)cc(OC)c1OC (centres undefined) | -9 | 3 | -6 | 7 | -1 | -9 | 1 | -7 | i
Cc1ccc(C)c(NC(=S)NC(NC(=O)/C=C/c2ccccc2)C(Cl)(Cl)Cl)c1 (centres undefined) | 28 | -10 | 0 | 4 | -6 | 3 | -1 | -2 | i
COc1cc(OC)cc(C(=O)NNC(=S)Nc2ccccc2OC)c1 | -1 | 1 | -7 | 10 | -3 | -4 | 2 | -12 | i
CC(=O)c1ccc(-n2nnnc2SCC(=O)NC2CCCCC2)cc1 | 7 | 2 | -1 | 29 | -3 | 11 | 0 | -2 | i
Cc1cc(C)n(-c2ccc(C(=O)Nc3ccc(S(=O)(=O)NCc4ccco4)cc3)cc2)n1 | 22 | 6 | 10 | -10 | -3 | -11 | 1 | 1 | i
COc1ccc(Cl)cc1C(=O)Nc1nnn(C)n1 | -23 | 5 | -11 | -4 | -7 | 4 | 1 | -11 | i
CCOC(=O)C1(C)CCCN1C(=O)c1ccc(OC)c(F)c1 (centres undefined) | 13 | 1 | -6 | 7 | 7 | 3 | 0 | -2 | i
COc1cc(-c2c(C(=O)c3ccccc3)[nH]c(N)c2C(N)=O)ccc1F | -1 | 3 | -12 | . | 0 | 4 | . | -13 | i
O=S(=O)(NCc1csc(-c2cccs2)n1)c1ccc(Cl)cc1 | 0 | 3 | 32 | 7 | 10 | -5 | -1 | -8 | i
Cc1cnc(NC(=O)C2(c3ccccc3)CC2)s1 | -3 | 0 | 0 | -7 | 2 | 2 | 3 | -1 | i
Nc1nc(NCc2ccccc2)nc(Nc2cccc(F)c2)c1[N+](=O)[O-] | 5 | 7 | -1 | 1 | 10 | 1 | -1 | -6 | i
COCCNC(=O)c1cccc(OC2CCN(Cc3cccc(SC)c3)CC2)c1 | 3 | 1 | -3 | -9 | -3 | -3 | -1 | -6 | i
CCOc1ccccc1NC(=O)CSc1nnc(-c2ccco2)n1Cc1ccco1 | 6 | 0 | 2 | 1 | 2 | 4 | 0 | -6 | i
CCCCNC(=O)C(NC(=O)c1cccs1)C(=O)c1ccccc1 (centres undefined) | 6 | 0 | . | . | . | 12 | . | . | i
COC(=O)c1cc(S(=O)(=O)N2CCN(c3ccc(OC)cc3)CC2)cn1C | 11 | 0 | 2 | 7 | -9 | 0 | 2 | -1 | i
O=C(Nc1ccc(NS(=O)(=O)c2ccccc2)c(Cl)c1)c1ccccc1 | 29 | 2 | 8 | -6 | 6 | 0 | 0 | -1 | i
CC(=O)N1CCN(S(=O)(=O)c2cccc(C(=O)OCC(=O)N(CCC#N)c3ccc(F)cc3)c2)CC1 | 7 | 2 | -3 | 8 | 7 | 12 | 2 | 0 | i
N#CNC(=Nc1cccc(F)c1)SCc1cccc(F)c1 | -11 | 1 | -7 | 5 | -3 | 1 | 2 | -13 | i
CC1=C(C(=O)Nc2ccccc2)C(c2ccco2)C(C#N)=C(SCC(N)=O)N1 (centres undefined) | -5 | 10 | -3 | -4 | 7 | -3 | -3 | -4 | i
CCOc1cc2c(cc1OCC)CN(CC(=O)Nc1ccccc1C(=O)NC1CC1)CC2 | 3 | -2 | -2 | -7 | -2 | -4 | 4 | -9 | i
O=P(Cc1ccccc1)(Cc1ccccc1)c1ccccc1 | -3 | 2 | -6 | -1 | -8 | -1 | 0 | -5 | i
CC(/C=C/c1ccccc1)=N/NC(=O)CNC(=O)c1ccccc1F | -13 | 1 | -7 | -4 | -2 | 7 | 1 | -8 | i
C=CC[C@]12C[C@@H](OC)C(=O)C=C1O[C@@H](c1ccc(OC)c(OC)c1)[C@H]2C | 5 | 3 | -4 | -1 | 1 | 9 | 2 | -4 | i
O=c1c(OCc2ccccc2)cccn1Cc1ccccc1 | -5 | 1 | -5 | 2 | -12 | -4 | -2 | -2 | i
O=C(c1cc(COc2ccc3ncccc3c2)on1)N1CCCC(O)C1 (centres undefined) | 1 | -4 | -1 | 11 | 2 | -2 | 1 | -2 | i
CCC(Sc1nc2ccccc2o1)C(=O)Nc1nnc(C)s1 (centres undefined) | -2 | -4 | -8 | 15 | -3 | -9 | -2 | -4 | i
Cc1oc(-c2ccc(Cl)cc2)nc1CN1CCC(C(=O)NCc2cccnc2)CC1 | -7 | 4 | -4 | 0 | 5 | -2 | -3 | -7 | i
CCOC(=O)c1c(NC(=O)C2C3CCC(O3)C2C(=O)O)sc(C)c1-c1ccc(F)cc1 (centres undefined) | -21 | 0 | -3 | 11 | -2 | 9 | -3 | -3 | i
Cc1ccsc1C(=O)Nc1nccs1 | -1 | -9 | -6 | 3 | -4 | -4 | 1 | -3 | i
CCCCNC(=S)NNc1c(Cl)cc(Cl)cc1Cl | 2 | 1 | 3 | -49 | 6 | 0 | 0 | -3 | i
CSCC(=O)NCC1(N(C)Cc2ccccc2)Cc2ccccc2C1 | 13 | 2 | 0 | -3 | -8 | -8 | 0 | -2 | i
COc1cccc(Oc2c(C)oc3c(CN4CCCCC4)c(O)ccc3c2=O)c1 | -7 | -5 | -2 | 0 | 3 | 7 | -3 | -3 | .
CC(C(=O)N1CCCCC1)n1sc2ccccc2c1=O (centres undefined) | 2 | 3 | -2 | 12 | -9 | 14 | -2 | -2 | i
CCOC(=O)CNC(=O)c1ccc(C#CC2(O)CCCCC2)cc1 | 1 | 4 | -6 | -9 | 2 | -2 | 0 | -4 | i
COCCCNC(=O)CN1C(=O)c2ccccc2C1=O | -4 | 0 | -8 | 9 | -12 | 2 | 4 | -5 | i
O=c1[nH]c(C2CCN(S(=O)(=O)c3ccc4c(c3)OCCO4)CC2)nc2c1nnn2Cc1ccc(F)cc1 | -22 | 0 | 10 | -1 | 3 | 6 | 1 | -1 | i
Cc1cc(O)c(NC(=O)c2cccc([N+](=O)[O-])c2)cc1C | 9 | 3 | 3 | 6 | -7 | 4 | -3 | -4 | i
COCOCCn1cc(CN2CCS(=O)(=O)N(Cc3ccc(-c4ccccc4)cc3)C(C(C)C)C2=O)nn1 (centres undefined) | -2 | 6 | 5 | -3 | 3 | 0 | -3 | -7 | i

For reference, some entries already given:
SMILES | SKN-1 block | MT1-MMP act inh | FAS TE block | MLLE-PAM2 inh | eLon inh | CendR NRP1 mod | Rin1 Abl inh | MsrA act | Neddyl block
O=S(=O)(NCc1csc(-c2cccs2)n1)c1ccc(Cl)cc1 | 0 | 3 | 32 | 7 | 10 | -5 | -1 | -8 | i
Cc1cnc(NC(=O)C2(c3ccccc3)CC2)s1 | -3 | 0 | 0 | -7 | 2 | 2 | 3 | -1 | i
Nc1nc(NCc2ccccc2)nc(Nc2cccc(F)c2)c1[N+](=O)[O-] | 5 | 7 | -1 | 1 | 10 | 1 | -1 | -6 | i
COCCNC(=O)c1cccc(OC2CCN(Cc3cccc(SC)c3)CC2)c1 | 3 | 1 | -3 | -9 | -3 | -3 | -1 | -6 | i
CCOc1ccccc1NC(=O)CSc1nnc(-c2ccco2)n1Cc1ccco1 | 6 | 0 | 2 | 1 | 2 | 4 | 0 | -6 | i
CCCCNC(=O)C(NC(=O)c1cccs1)C(=O)c1ccccc1 (centres undefined) | 6 | 0 | . | . | . | 12 | . | . | i
COC(=O)c1cc(S(=O)(=O)N2CCN(c3ccc(OC)cc3)CC2)cn1C | 11 | 0 | 2 | 7 | -9 | 0 | 2 | -1 | i
O=C(Nc1ccc(NS(=O)(=O)c2ccccc2)c(Cl)c1)c1ccccc1 | 29 | 2 | 8 | -6 | 6 | 0 | 0 | -1 | i
CC(=O)N1CCN(S(=O)(=O)c2cccc(C(=O)OCC(=O)N(CCC#N)c3ccc(F)cc3)c2)CC1 | 7 | 2 | -3 | 8 | 7 | 12 | 2 | 0 | i

New compounds follow.
SMILES | SKN-1 block | MT1-MMP act inh | FAS TE block | MLLE-PAM2 inh | eLon inh | CendR NRP1 mod | Rin1 Abl inh | MsrA act | Neddyl block
O=C(CSc1ncccc1-c1nc2ccccc2[nH]1)NC1CC1 | 1 | 6 | -7 | 0 | -4 | -21 | 0 | -3 | i
N#Cc1c(-n2cccc2/C=N/O)sc2c1CCCC2 | 4 | -6 | -20 | -3 | -1 | -4 | 2 | -2 | i
N=c1c2c(-c3ccccc3)c(-c3ccccc3)oc2ncn1Cc1ccco1 | -18 | -7 | 29 | -7 | -8 | 0 | 3 | -2 | i
COc1cccc(OC)c1C(=O)Nc1ccc(N2CCN(S(C)(=O)=O)CC2)cc1 | 14 | 1 | -6 | 3 | 1 | -1 | 2 | 0 | i
O=C(CSc1nc(-c2ccccc2)cs1)NC(=O)NCc1ccco1 | 10 | -3 | 14 | -1 | 3 | 18 | 0 | 0 | i
CCOC(=O)C1(CCCc2ccccc2)CCN(C(=O)C(C)n2cncn2)CC1 (centres undefined) | 3 | 0 | -6 | 1 | 2 | 1 | 4 | -5 | i
O=C(O)CC/C(=N/Nc1ccc([N+](=O)[O-])cc1)C(=O)O | -8 | 0 | -4 | 12 | -8 | -12 | 1 | -5 | i
C=CCn1ncc(OC)c(Cl)c1=O | 2 | -3 | -5 | -2 | -1 | -14 | 0 | -4 | i
COc1ccccc1Cc1noc(COc2cccc(C)c2C)n1 | 8 | 2 | 16 | 1 | 2 | 2 | -3 | -13 | i
CC(=O)N1CCc2cc(Br)cc(S(=O)(=O)NCCCN3CCCC(C)C3)c21 (centres undefined) | 1 | 2 | -9 | 4 | -4 | -10 | 1 | -4 | i
C#CCO[C@@H]1C[C@H](n2ccc(NC(=O)c3ccccc3)nc2=O)O[C@@H]1CO | 10 | 2 | -3 | -3 | -3 | 13 | 10* | -2 | i
CCOc1ccc(NCc2nnc(SCc3ccccc3Cl)n2-c2ccccc2)cc1 | 17 | 3 | 16 | -10 | 9 | -1 | 0 | 3 | i
CCCCOC(=O)c1ccc(NC(=O)c2c(Cl)ccc(Cl)c2OC)cc1 | 12 | -4 | 27 | -1 | 8 | 1 | -2 | -4 | i
O=C(CN1CCOCC1)N1CCN(c2nnc(-c3ccccc3)c3ccccc23)CC1 | 12 | -1 | -1 | 6 | -6 | 5 | 0 | -2 | i

Assay outcomes from PubChem.
